Screening data (PubChem)
IkB signaling – suppresses IkB signaling in ABC-DLBCL reporter cells. ABC-DLBCL IkBa-CBG/CBR dual luciferase ratio, 4 h; response scale: scaled: untreated 0%, proteasome inhibitor 100%. 0.04% of 110,000 active. Potency, µM (doses to about 57.1 µM), for inactives: top-dose IkBa stabilization activation. AID 445; active means well fitted curve in the direction sought with a large enough effect in the signal ratio, not every such curve was filed as active; inconclusive means small, poorly fitted or top-dose-only effect, or a change in a side signal; the % refers to the signal ratio;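 further: the direction sought is a rising ratio; 0% = basal untreated cells and 100% = reference inhibitor full response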
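In this assay, an IκBα–CBG68 fusion accumulates when IKK-driven degradation is blocked; native CBR normalizes for cell number. OCI-Ly3 cells were treated 4 h with compound and doxycycline, then green and red light read after Chroma-Glo addition.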
p53ts 32C tox – p53ts cell cytotoxicity, permissive temperature; H1299-p53A138V at 32C, ATP luminescence viability, 24 h; Potency, µM (series often up to 46.1 µM), for inactives: at the top dose activity change, negative = cytotoxicity, usual class: cytotoxic; 0.93% of 130,000 active;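 further: 0% = DMSO and -100% = full killing by reference compound; nearly all actives have a fitted effect of over 55% in size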
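ATP-content luminescence (ATPlite) read-out after 24 h compound exposure at 32C in H1299-p53A138V cells (600/well). Tested up to 46 uM. Normalized to DMSO (0%) and 100 uM tamoxifen (100% killing); Hill-fit AC50.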
p53ts 39C tox – kills p53ts cells at the nonpermissive temperature; Potency, µM (titrated, usually from 46.1 µM), without a hit: at the top dose activity change, negative = cell killing, actives largely listed as cytotoxic; 1.5% of 130,000 active; H1299-p53A138V viability at 39C, ATP luminescence, 24 h; further: nearly all actives have a fitted effect of over 55% in size
Imprint erasure – inducers of genomic imprint erasure in mouse ES cells | mouse ES Peg3-LacZ reporter, beta-gal luminescence, 40 h | Potency, µM (top dose mostly 60.7 µM), for the others: at the top dose activity change, positive = activation, usual class: activators | 0.02% of 110,000 active | AID 1948;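 further: 0% = negative control wells on the plate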
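Readout: BetaGlo luminescence (5 min, room temp) for LacZ from the normally silent maternal Peg3 allele in female Peg3LacZ-Neo ES cells. Cells 300/well, 40 h, 37C, 5% CO2. Data normalized per plate to negative controls.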
The depositor's hits bear a star; ? = inconclusive; nt = not tested or not shown; [ ] = dose if it differs, or a comment. Unless noted, the call rests on the fitted dose curve; in most records, active means well fitted curve in the direction sought with a large enough effect; inconclusive means small, poorly fitted or top-dose-only effect, or another doubt; inactive means no such curve, though single readings can be large; an effect the other way counts as inactive or inconclusive. Unless noted, on the % scale 0 is the no-effect control and ±100 the full control effect; potency means the concentration at half of the fitted maximal effect.

The opening 6 compounds (preview)
| smiles | IkB signaling | p53ts 32C tox | p53ts 39C tox | Imprint erasure |
| --- | --- | --- | --- | --- |
| Cc1ccc(C)c(Cn2c(=O)n(CC3CCC(C(=O)N4CCOCC4)CC3)c(=O)c3sccc32)c1 (configuration not stated) | 0.1% | 14% | -20% | -9%[10.9 µM] |
| O=C(Nc1ccc(F)cc1)c1ccc(-n2cnnc2)cc1 | 10% | -2% | 28% | -8%[10.9 µM] |
| O=C1CC[C@](CCc2nc3ccccc3[nH]2)(c2ccccc2)C(=O)N1 | -0.3%[11.4 µM] | 0%[9.22 µM] | -7%[9.22 µM] | -9%[10.9 µM] |
| Cc1ccc2c(c1)c1c(n2CC(O)CNC(CO)(CO)CO)CCCC1 (configuration not stated) | 1.2% | 11% | -16% | -6% |
| COC(=O)c1ccc(NC(=O)Cn2cnc3c2c(=O)n(C)c(=O)n3C)cc1 | -1.9% | 6% | 36%[activator] | -11%[10.9 µM] |
| Cc1nnc(SCc2cc(=O)[nH]c(Nc3nc(C)c4ccccc4n3)n2)s1 | 1.1% | 1% | -7% | 5% |

Results, previewed entries included:
| smiles | IkB signaling | p53ts 32C tox | p53ts 39C tox | Imprint erasure |
| --- | --- | --- | --- | --- |
| Cc1ccc(C)c(Cn2c(=O)n(CC3CCC(C(=O)N4CCOCC4)CC3)c(=O)c3sccc32)c1 (configuration not stated) | 0.1% | 14% | -20% | -9%[10.9 µM] |
| O=C(Nc1ccc(F)cc1)c1ccc(-n2cnnc2)cc1 | 10% | -2% | 28% | -8%[10.9 µM] |
| O=C1CC[C@](CCc2nc3ccccc3[nH]2)(c2ccccc2)C(=O)N1 | -0.3%[11.4 µM] | 0%[9.22 µM] | -7%[9.22 µM] | -9%[10.9 µM] |
| Cc1ccc2c(c1)c1c(n2CC(O)CNC(CO)(CO)CO)CCCC1 (configuration not stated) | 1.2% | 11% | -16% | -6% |
| COC(=O)c1ccc(NC(=O)Cn2cnc3c2c(=O)n(C)c(=O)n3C)cc1 | -1.9% | 6% | 36%[activator] | -11%[10.9 µM] |
| Cc1nnc(SCc2cc(=O)[nH]c(Nc3nc(C)c4ccccc4n3)n2)s1 | 1.1% | 1% | -7% | 5% |
| COc1ccc(CN(C)S(=O)(=O)c2nnc(NC(=O)C(C)C)s2)cc1OC | -1.8% | 4% | 16% | -1%[10.9 µM] |
| CC(=O)NC12CC3CC(C)(C1)CC(NC(C)=O)(C3)C2 | -0.7% | -3% | 11% | 47% |
| COc1ccc(NCc2cc3cc(OC)ccc3[nH]c2=O)cc1 | 2.2% | -21% | -26% | -14% |
| COc1ccccc1-n1cc(C(=O)NCC(=O)N2CCN(c3ccccn3)CC2)c2ccccc2c1=O | -0.1% | ? | ? | -9% |
| CCOc1ccc(C(=O)N(Cc2cc(OC)c(OC)c(OC)c2)c2ccccn2)cc1 | ? | -12% | -7% | -19%[10.9 µM] |
| CC(C)(C)OC(=O)N1CCC(c2c(C(=O)N3CCN(c4ncccn4)CC3)cnn2-c2ccc(F)cc2)CC1 | ? | 8% | -12% | -2%[10.9 µM] |
| Cc1nc(S(=O)(=O)N2CCN(c3cccc(Cl)c3)CC2)cn1C | 0.2% | -2% | 22% | -5%[10.9 µM] |
| CCOC(=O)c1c(C)n(-c2ccc(OC)cc2)c2ccc(OC(=O)COc3ccccc3)cc12 | -4.1% | 31%[activator] | 2% | -9%[10.9 µM] |
| CC(=O)c1cc(-c2ccc(F)cc2)n(CC(=O)NC(C)c2ccccc2)c1C (configuration not stated) | -0.5% | -30% | 14% | -5%[10.9 µM] |
| O=C(CN1CCOCC1)Nc1ccc(Oc2ccc(NC(=O)CN3CCOCC3)cc2)cc1 | ? | 15% | 24% | -22% |
| Cc1cc(CNC(=O)[C@H](C)[C@@H]2C[C@@]2(C)[C@@H](NC(=O)OCc2ccccc2)c2ccccc2)nn1C | nt | 6% | 2% | -5% |
| CC(=O)N1CCC2(CCCN(C(=O)Nc3cccc(C#N)c3)C2)CC1 | 2.0%[11.4 µM] | -4% | 1% | nt |
| Cc1ccc(S(=O)(=O)c2cn(Cc3cccc(C)c3)c3cc4c(cc3c2=O)OCO4)cc1 | 2.3% | 14% | -1% | -10%[10.9 µM] |
| N[C@](CC1c2ccccc2Oc2ccccc21)(C(=O)O)[C@@H]1C[C@@H]1C(=O)O | 0.3% | -4% | 1% | -9% |
| Nc1nc(CN2CCCCC2)cs1 | 0.7% | 0% | 0% | -5% |
| Cc1ccc(-c2nc3ccccn3c2Nc2ccc3c(c2)OCO3)o1 | ? | -15% | -9% | -12%[10.9 µM] |
| COc1ccc(NC(=O)C2CC(=O)NC(Nc3cccc(C)c3)=N2)cc1 (configuration not stated) | 0.8% | 2% | 7% | -15% |
| COc1ccc(S(=O)(=O)N(C)CC(=O)N2CCOCC2)cc1 | 1.6% | 2% | 1% | 5% |
| COc1cc(Cl)c(NS(=O)(=O)c2ccc3[nH]c(=O)ccc3c2)c(OC)c1 | 5.5% | 4% | 2% | 8%[10.9 µM] |
| CCOc1cc(C)c(Cl)cc1S(=O)(=O)n1cnc2ccccc21 | 3.6% | 3% | 1% | -5% |
| COc1ccc(CCNC(=O)c2ccc3c(c2)N(Cc2cc(C)ccc2C)C(=O)c2ccccc2S3=O)cc1OC (configuration not stated) | -0.3% | 18% | -6% | -13%[10.9 µM] |
| CC(=O)NC(Cc1ccc(F)cc1)C(=O)N1CCN(C(=O)NCc2ccccc2)CC1 (configuration not stated) | 0.0% | 9% | 7% | 4% |
| COc1ccc(-c2cc(C)no2)cc1S(=O)(=O)N1CCOc2ccccc21 | 1.1% | 5% | -13% | -11%[10.9 µM] |
| ON=Cc1cccn1-c1ccccc1 | 1.3% | 0% | -2% | -5% |
| CCC1CCCCN1C(=O)Cn1c(=O)cc(C(F)(F)F)c2c(C)nn(C)c21 (configuration not stated) | ? | -6% | -24% | -15%[10.9 µM] |
| COc1ccc(-c2nnc(-c3cc(OC)c(OC)c(OC)c3)o2)cc1OC | nt | -5% | 6% | nt |
| CC(C)OCCCNc1ncc2c(n1)CC(c1ccc(N(C)C)cc1)CC2=O (configuration not stated) | -0.5% | 5% | 14% | -12% |
| OC1(c2ccc(F)cc2)CCN(Cc2ccccc2)C1 (configuration not stated) | -0.2% | -15% | -7% | -8% |
| CCN(CC)C(=O)c1c(NC(=O)c2ccccc2F)sc2c1CCC(C(C)(C)C)C2 (configuration not stated) | ? | 32%[activator] | -10% | -19%[10.9 µM] |
| CCOc1cc(C(=O)NCC2CCCO2)cc(OCC)c1OCC (configuration not stated) | 2.7% | 3% | 11% | -13% |

(further entries)
Values in the order: IkB signaling	p53ts 32C tox	p53ts 39C tox	Imprint erasure
> CCCCC(=O)Nc1nnc(-c2ccc(OC)cc2)s1
  nt	-3%	11%	nt
> Cc1ccc(S(=O)(=O)c2nnn3c2nc(NCc2ccc4c(c2)OCO4)c2sccc23)cc1C
  1.5%	6%	-15%	12%[10.9 µM]
> Cc1nn2c(=O)c(NC(=O)c3ccc(F)cc3)cnc2s1
  -1.3%	-6%	3%	-3%
> COC(=O)N1CCN(c2ccc(OC)cc2)CC1
  0.5%	-4%	12%	-10%
> O=C(NCC1CCCO1)C1CC(=O)N(c2ccc(F)c(Cl)c2)C1 (configuration not stated)
  0.1%	-5%	11%	-11%
> CNC(=O)CSc1nnnn1-c1cc(C)ccc1C
  nt	8%	4%	nt
> O=C1NC2(CCCCC2)N=C1c1ccc(F)cc1
  -0.8%	3%	-8%	-6%
> CCCN1C(C(=O)c2ccccc2)=C(OC(=O)COc2ccc(C)cc2)c2ccccc2S1(=O)=O
  ?	2%	?	-9%[10.9 µM]
> O=C(CSCc1ccc(F)cc1)N1CCN(c2ccc(Cl)cc2)CC1
  ?	-14%	?	-7%[10.9 µM]
> COc1cccc(OCCn2c(-c3ccc(Br)cc3)nc3ccccc3c2=O)c1
  3.0%	-9%	4%	29%[10.9 µM]
> CCN(CCCNC(=O)c1cc2cc3ccc(C)cc3nc2s1)c1ccccc1
  ?	-22%	?	8%[10.9 µM]
> NC(=O)COC(=O)c1cc(S(=O)(=O)N2CCOCC2)ccc1N1CCCCC1
  -0.1%	-10%	-7%	-7%
> CCOC(=O)/C(C(N)=NCc1ccco1)=C(/O)c1ccccc1
  2.3%	-4%	0%	-9%
> Cc1ccc(-c2noc(CSc3nnc(Cc4ccccc4)n3-c3cccc(C)c3)n2)cc1
  ?	37%[activator]	-27%	-4%[10.9 µM]
> COc1ccccc1CNS(=O)(=O)c1ccc(N2CCCCS2(=O)=O)cc1
  ?	-5%	-4%	-14%[10.9 µM]
> CCN1CCN(Cc2c(C)[nH]c3ccc(OC)cc3c2=O)CC1
  0.5%	0%	1%	8%
> CNC(=O)C1CCC(Cn2c(=O)c3sccc3n(CC(=O)NCc3ccc(F)cc3)c2=O)CC1 (configuration not stated)
  -0.5%	-4%	2%	-4%[10.9 µM]
> COc1ccc(S(=O)(=O)NC2CCCC2)cc1Br
  1.3%	13%	-3%	-24%
> CCN(c1ccccc1)S(=O)(=O)c1cccc(C(=O)O)c1
  0.3%	-4%	5%	2%
> COC(=O)c1ccccc1NC(=O)c1ccc2c(c1)CCN2S(=O)(=O)c1ccc(C)cc1
  0.9%	16%	-7%	-13%[10.9 µM]
> COc1nc(-c2ccccc2)cc(-c2ccc(OC)c(OC)c2)n1
  ?	10%	4%	-9%
> Cc1cc(N2CC(C(=O)O)CC2=O)ccc1Br (configuration not stated)
  0.6%	-1%	-9%	-8%
> Cc1ccc(NC(=O)CCCCCC2NC(=O)NC2C)cc1 (configuration not stated)
  -0.6%	1%	-5%	-13%
> COc1cc(C(=O)O)ccc1OC(C)=O
  -4.3%	-4%	-14%	-7%
> CC1(C)C(c2ccc(Cl)cc2)=[N+]([O-])C2(CCCC/C2=N\O)N1O (configuration not stated)
  2.2%	5%	13%	-5%
> Cc1cccc(-c2nc(SCc3cc(=O)c4c(C)cc(C)cc4[nH]3)n[nH]2)c1
  0.3%	?	20µM*	13%[10.9 µM]
> CC(=O)Cn1c(CN2CC(C)CC(C)C2)nc2c1c(=O)n(C)c(=O)n2C (configuration not stated)
  -1.0%	10%	-3%	12%
> COc1cccc(Nc2cc(C)nc3nc(-c4ccc(Cl)cc4)nn23)c1
  11%	3%	-9%	6%[10.9 µM]
> Cc1cc(C(F)F)n2nc(C(=O)NCc3ccccc3F)nc2n1
  -0.2%	6%	10%	6%
> CCCCNCCOCCOc1ccc(F)cc1
  nt	1%	0%	nt

2 records drawn at random from the list so far:
Values in the order: IkB signaling	p53ts 32C tox	p53ts 39C tox	Imprint erasure
> Cc1cc(C(F)F)n2nc(C(=O)NCc3ccccc3F)nc2n1
  -0.2%	6%	10%	6%
> Cc1cccc(-c2nc(SCc3cc(=O)c4c(C)cc(C)cc4[nH]3)n[nH]2)c1
  0.3%	?	20µM*	13%[10.9 µM]

Remaining list, next part.
Values in the order: IkB signaling	p53ts 32C tox	p53ts 39C tox	Imprint erasure
> CCOc1ccc(NS(=O)(=O)c2ccc3[nH]cc(C(=O)NC4CCCC4)c(=O)c3c2)cc1
  ?	7%	-6%	2%[10.9 µM]
> COC(=O)C1C(=O)C2=C(CC1C)NC(C)=C(C(=O)OC1CCCC1)C2c1ccc(N(C)C)cc1 (configuration not stated)
  4.6%	18%	9%	-17%
> CCn1c(=O)cc(SCC(=O)NCc2cccc(Cl)c2)c2ccccc21
  ?	-7%	-6%	-6%[10.9 µM]
> CCSc1ncc(Cl)c(C(=O)Nc2c(C(=O)c3ccccc3)oc3ccccc23)n1
  -1.5%	8%	23%	-6%[10.9 µM]
> Cc1cccc(OCC(=O)N2CCN(C(=O)CCC3CCCC3)CC2)c1
  0.6%	-9%	2%	-18%
> COc1cccc(-c2cc(C(F)(F)F)n3nc(-c4ccc(C)cc4)cc3n2)c1
  -0.6%	-1%	20%	7%[10.9 µM]
> Cc1ccc(-c2nn(C)c(=O)c3ccccc23)cc1S(=O)(=O)NCCO
  3.4%	3%	4%	-3%
> Cc1ccccc1NC(=O)CCn1cnc2onc(-c3ccc(F)cc3)c2c1=O
  ?	-9%	-15%	5%[10.9 µM]
> Cc1noc(C)c1S(=O)(=O)Nc1ccc(C(=O)NCc2ccccc2)cc1
  2.5%	-5%	-13%	-4%
> Cc1cccc(C(C)C)c1NC(=O)C(NS(=O)(=O)c1cccc2nsnc12)c1ccccc1 (configuration not stated)
  ?	8%	31%[activator]	-5%[10.9 µM]

This is a random part of the collection; 1.7% or so of the library scored in one or more.
